Source: PubChem (several laboratories)
PP5 primary – blocks human protein phosphatase 5 activity; P53041; purified PP5c, OMFP substrate fluorescence; inhibition, % at 6.7 µM; hit rate 0.18% among 320,000;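 active means inhibition above the campaign's mean inhibition across all tested compounds plus 3 SD, cut at about 9.5% in these data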;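 further: 0% = DMSO only and 100% = 100 µM cantharidin control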
Target sequence (P53041 whole entry, looked up): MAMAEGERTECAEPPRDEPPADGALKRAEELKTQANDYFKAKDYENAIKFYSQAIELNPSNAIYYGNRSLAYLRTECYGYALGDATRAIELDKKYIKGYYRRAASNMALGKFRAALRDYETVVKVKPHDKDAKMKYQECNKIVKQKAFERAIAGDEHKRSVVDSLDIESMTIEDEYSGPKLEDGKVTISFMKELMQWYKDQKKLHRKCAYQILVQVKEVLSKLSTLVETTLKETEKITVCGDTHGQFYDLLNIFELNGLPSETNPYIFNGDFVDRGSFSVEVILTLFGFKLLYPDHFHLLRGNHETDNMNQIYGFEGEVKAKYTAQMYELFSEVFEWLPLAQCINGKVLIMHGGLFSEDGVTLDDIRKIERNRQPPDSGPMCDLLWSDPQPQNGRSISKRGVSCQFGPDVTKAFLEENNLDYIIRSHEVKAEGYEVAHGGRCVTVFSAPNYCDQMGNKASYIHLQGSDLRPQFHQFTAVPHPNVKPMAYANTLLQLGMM
JMJD2C inh – blocks human GASC-1 demethylase activity. Q9H3R0. GST-JMJD2C(1-420) H3K9me3 demethylation, DELFIA europium. hit rate 0.069% among 330,000. AID 2099. inhibition, % at 2.35 µM;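 active means more than half of a compound's replicate wells show inhibition beyond 50%, single wells judged on their own value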;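 further: signal counts dimethyl H3K9 product captured on neutravidin plate; 0% = median of DMSO wells and 100% = 0.3 times that DMSO median; strong numbers were not always called active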
Efflux pump mplx – inhibitors of Candida antifungal efflux pumps expressed in yeast | hit rate 0.44% among 330,000 | S. cerevisiae Candida pump triplex, Nile Red efflux | inhibition, % at 10 µM;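 active means plate passing quality check with inhibition over a set limit, or well fluorescence over plate mean plus 4 SD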;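 further: Nile Red retained in pooled yeast measured as flow cytometry median fluorescence; 0% = buffer negative control and 100% = Enniatin B positive control; higher means more Nile Red kept so more efflux inhibition; some compounds called inactive have numbers as strong as hits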
PP1 inh – blocks human PP1-alpha phosphatase, a PP5 counter-screen; purified PP1alpha, OMFP fluorescence; AID 2235; hit rate 0.9% among 320,000; P62136; inhibition, % at 6.7 µM;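 active means inhibition above the mean inhibition of all tested compounds plus 3 SD, computed separately for each screening campaign, cut at about 15% in these data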
proCasp3 act – activates human procaspase-3; P42574; recombinant procaspase-3 D3A, Ac-DEVD-pNA absorbance 405 nm; activation, % at 8.5 µM; hit rate 0.11% among 330,000; AID 463141;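 active means activation above the mean of all tested compounds plus 3 SD, cut at about 21% in these data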;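 further: 0% = DMSO alone and 100% = DMSO wells spiked with extra 5 µM PC-3 D3A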
Target sequence (P42574 whole entry D9A/D28A/D175A): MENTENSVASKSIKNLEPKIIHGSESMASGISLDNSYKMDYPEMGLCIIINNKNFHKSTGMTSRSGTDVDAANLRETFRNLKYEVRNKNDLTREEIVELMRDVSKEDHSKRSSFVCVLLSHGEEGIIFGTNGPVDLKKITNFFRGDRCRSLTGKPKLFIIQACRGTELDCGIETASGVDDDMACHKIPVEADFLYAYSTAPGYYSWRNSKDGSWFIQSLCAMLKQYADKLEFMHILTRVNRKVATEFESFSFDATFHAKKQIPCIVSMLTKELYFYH
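Test system: Procaspase-3 D3A mutant; medium: Zinc-free HEPES/NaCl buffer with 0.01% Triton X-100 at pH 7.4; reagent: DEVD-pNA substrate; doses: one concentration, 8.5 µM nominal, 0.8% DMSO; times: 1 h preincubation plus 2 h reaction at 25 °C; signal: Epi-absorbance at 405 nm of released p-nitroaniline, 0 and 120 min; replicates: singlicate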
HCV core dimer – blocks dimerization of HCV core protein; AID 1899; TR-FRET GST/Flag-core106 dimerization, 1536-well; inhibition, % at 5 µM; hit rate 0.33% among 300,000;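 active means inhibition above the mean of all tested compounds plus 3 SD, set per screening campaign, cut at about 45% in these data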
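Test system: GST/Flag-tagged HCV core106 proteins; Medium: KF-containing HEPES buffer, pH 7.45, DTT, CHAPS, BSA; Times: compound-protein-antibody incubation 4 h at 22.5 °C; Detection: TR-FRET 671 and 617 nm emission; Benchmarks: wells lacking GST-core106 and wells with excess unlabelled core106.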
TPT1 inhibitor – inhibitors of Candida albicans tRNA 2'-phosphotransferase TPT1; recombinant caTPT1, FP RNA substrate dephosphorylation; inhibition, % at 5 µM; hit rate 0.81% among 300,000;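 active means inhibition above the mean of all tested compounds plus 3 SD, set per screening campaign, cut at about 24% in these data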;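 further: plate controls were DMSO alone for no effect and ferristatin control at 100 nM for full effect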
procasp7 counter – counter-screen for procaspase-3 activators: activators of human procaspase-7 | hit rate 0.093% among 330,000 | AID 463210 | P55210 | recombinant procaspase-7, Ac-DEVD-pNA absorbance 405 nm; D23A/D198A/D206A triple mutant, cannot self-cleave; scale: DMSO 0, 5 µM enzyme 100 | activation, % at 8.5 µM;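 active means percent activation above the screen-wide mean plus 3 SD, cut at about 25% in these data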
Target sequence (P55210 whole entry D23A/D198A/D206A): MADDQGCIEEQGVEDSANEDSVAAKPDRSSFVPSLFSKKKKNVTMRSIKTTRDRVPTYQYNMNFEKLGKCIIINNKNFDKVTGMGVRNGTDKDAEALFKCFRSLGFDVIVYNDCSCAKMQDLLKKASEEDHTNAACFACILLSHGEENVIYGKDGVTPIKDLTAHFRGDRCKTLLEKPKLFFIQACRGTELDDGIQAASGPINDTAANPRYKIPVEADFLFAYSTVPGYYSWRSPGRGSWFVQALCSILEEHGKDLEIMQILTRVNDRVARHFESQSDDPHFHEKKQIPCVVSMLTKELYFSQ
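Replicates: singlicate. Assay system: Procaspase-7 triple mutant (PC-7 D3A). Signal: 405 nm absorbance of p-nitroaniline. Times: 1 h preincubation, 2 h reaction. Buffer or medium: Zinc-free HEPES pH 7.4 with 300 mM NaCl, 0.01% Triton X-100. Also added: DEVD-pNA substrate. Benchmarks: DMSO wells as 0%, DMSO with 5 µM added PC-7 as 100%.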
CTSL1 counter – counter-screen for PFM18AAP inhibitors: inhibitors of F. hepatica cathepsin L1; inhibition, % at 5.96 µM; AID 1906; hit rate 0.49% among 300,000; recombinant F. hepatica cathepsin L1, Z-Leu-Arg-MCA fluorescence;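 active means inhibition above the mean of all tested compounds plus 3 SD, set per screening campaign, cut at about 17% in these data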;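 further: 0% = plate median of test compound wells and 100% = 1 µM Z-Phe-Ala-diazomethylketone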
The depositor's hits bear a star; i = inactive; . = not tested or not shown.

SMILES	PP5 primary	JMJD2C inh	Efflux pump mplx	PP1 inh	proCasp3 act	HCV core dimer	TPT1 inhibitor	procasp7 counter	CTSL1 counter
CCOC(=O)Cn1c(S(=O)(=O)Cc2ccc(F)cc2)nc(-c2ccccc2)c1-c1ccccc1	0.5	-2	0.3	1	2	8	1	-2	3
COC(=O)c1ccc(NC(=O)COc2cccc(-n3cnnn3)c2)cc1	-0.8	3	0.0	0	4	7	0	-1	1
O=C(c1cccs1)N1CCCC(c2nc3c(nnn3Cc3ccc(F)cc3)c(=O)[nH]2)C1 (stereo unspecified)	1.7	10	0.1	2	-7	8	-2	7	-1
CCO[C@H]1OC(C(=O)N2CCN(C)CC2)=C[C@@H](c2ccc(C(F)(F)F)cc2)[C@@H]1CCCO	3.1	11	0.2	-4	12	-2	6	-2	-3
CN1CCN(CC(=O)Nc2ccccc2Oc2ccccc2)CC1	-1.7	i	0.0	-5	1	0	-4	9	-3
O=[N+]([O-])c1ccccc1S(=O)(=O)Nc1cccc(-c2ccc3nncn3n2)c1	-1.1	2	0.0	0	3	-1	-5	7	1
Cc1nc2ccccc2c(=O)n1/N=C/c1ccccc1F	0.7	5	-0.1	0	3	-5	-3	6	2
O=C(NCC(c1cccs1)N1CCOCC1)c1ccccc1NS(=O)(=O)c1cc([N+](=O)[O-])ccc1Cl (stereo unspecified)	4.8	-7	0.2	2	8	4	3	-10	-6
COc1ccc(-n2nc3c(c2NC(=O)c2ccc(Br)cc2)CS(=O)C3)cc1 (stereo unspecified)	3.9	3	0.0	-1	-4	2	2	4	0
CC(C)C(=O)NCc1cc(-c2ccccc2)no1	-1.9	-1	0.0	-3	8	-3	-1	9	0
O=C(NCc1ccco1)C(c1cccs1)N(C(=O)C1COc2ccccc2O1)c1cccc(O)c1 (stereo unspecified)	1.5	1	0.1	-1	0	15	-2	6	-8
CCOC(=O)CSc1nnc(CNC(=O)c2cc(OCC)c(OCC)c(OCC)c2)n1C	-1.8	.	0.0	-1	6	-3	-3	12	1
CC(=O)NS(=O)(=O)c1ccc(NC(=O)c2ccc(-n3nc(C)cc3C)cc2)cc1	-0.1	-8	0.1	-2	3	3	-4	12	5
CN(Cc1cnn(C)c1)C(=O)c1ccc(OC2CCN(CCc3ccccc3)CC2)cc1	-2.0	-26	0.1	-2	1	1	-6	-7	-1
COCCCNCCOc1ccc(C)cc1[N+](=O)[O-]	-0.9	3	0.0	-1	11	5	1	-4	-2
O=C(CSc1ccccc1)N(c1ccc(Br)cc1)c1nccs1	5.7	5	0.0	4	4	0	-1	8	3
Cc1ccc(O)c(C2=NOC(O)(C(F)(F)C(F)F)C2)c1 (stereo unspecified)	3.7	-10	0.0	4	5	-1	-3	7	-2
O=C(Cn1nc(-c2ccccc2)ccc1=O)Nc1ccc(-n2cnnn2)cc1	-1.5	-5	0.0	1	5	1	0	8	-4
O=C(COC(=O)Cc1ccccc1F)Nc1ccc(SC(F)F)cc1	2.6	31	0.0	0	3	-9	0	-6	3
O=C(CSc1nncn1-c1ccccc1F)NC1CCCCC1	-0.5	18	-0.1	9	9	.	.	6	.

Laid out differently: results already given.
Under each structure – PP5 primary	JMJD2C inh	Efflux pump mplx	PP1 inh	proCasp3 act	HCV core dimer	TPT1 inhibitor	procasp7 counter	CTSL1 counter
> Cc1ccc(O)c(C2=NOC(O)(C(F)(F)C(F)F)C2)c1 (stereo unspecified)
 : 3.7	-10	0.0	4	5	-1	-3	7	-2
> O=C(Cn1nc(-c2ccccc2)ccc1=O)Nc1ccc(-n2cnnn2)cc1
 : -1.5	-5	0.0	1	5	1	0	8	-4

Remaining list, next part
SMILES	PP5 primary	JMJD2C inh	Efflux pump mplx	PP1 inh	proCasp3 act	HCV core dimer	TPT1 inhibitor	procasp7 counter	CTSL1 counter
COc1cc(C2N(c3ccccc3)CCN2c2ccccc2)cc(OC)c1OC	3.4	30	0.1	-1	-3	3	-2	8	0
Cc1ccc2c(c1)c1c3n2CCN(CC(N)=O)C3CCC1 (stereo unspecified)	-1.2	-18	0.3	-2	-2	-11	0	-8	4
Cc1cccc2cc3ccccc3nc12	-2.6	-1	0.0	-2	-1	-1	-2	8	4
O=C(O)CSc1nnc(NC(=O)c2ccc3c(c2)OCO3)s1	3.0	26	0.1	-5	-4	2	-5	0	4
Cc1csc(CN(C)C(=O)c2cn(Cc3cccc4ccccc34)nn2)n1	0.3	-2	0.6	-2	-7	1	-1	10	-7
CC(C)c1ccc2[nH]c(O)c(N=NC(=O)c3cccc(S(=O)(=O)Nc4cccc(Cl)c4)c3)c2c1	0.6	-18	0.1	-1	-6	9	2	-6	0
C=CCNC(=O)C1CCN(S(=O)(=O)c2ccc(Br)cc2)CC1	0.5	0	-0.1	-1	0	-1	-4	4	-1
Cc1cc(Cl)cc(C)c1OCC(=O)NC1CCCCCC1	.	6	-0.4	.	2	.	.	-3	.
COC(=O)C1(C)Nc2ccccc2C(=O)N1c1ccccc1C (stereo unspecified)	-1.3	-9	0.0	-1	-1	-4	-4	0	4
COCCN1C(=O)c2cc(C(=O)Nc3ccc(OC)c(OC)c3)ccc2C1Nc1ccc(OC)c(OC)c1 (stereo unspecified)	1.6	-10	-0.2	1	0	-3	-2	-10	-3
Cc1cc(C)c2nc(SCCC#N)nc(C)c2c1	2.8	1	0.0	1	10	3	-3	9	-2
CC(=O)Nc1cccc(NC(=O)c2cccc(-c3ccc(O)cc3)c2)c1	6.3	-4	0.0	-2	8	0	-3	-1	-3
COc1ccc(-n2ncc3c2CC(C)(C)CC3NC(=O)c2oc(C)cc2C)cc1 (stereo unspecified)	0.0	-1	-0.3	4	2	11	-1	0	2
O=C1CN(C(=O)COC(=O)COc2ccccc2)c2ccccc2N1	.	-15	-0.4	.	6	.	.	3	.
Cc1ccc(CONC(=O)/N=C/N(C)C)cc1	-1.2	1	-0.1	-1	7	-5	-1	12	1
CCN(c1c(C)n(C)n(-c2ccccc2)c1=O)S(C)(=O)=O	-0.3	0	0.0	2	5	-5	1	2	1
O=C(NCc1cccnc1)c1ccccc1NS(=O)(=O)c1ccc(F)cc1	2.6	1	0.1	1	-3	4	1	6	5
O=C(Nc1ccc2c(c1)OCCO2)c1ccco1	2.4	-3	0.1	-5	1	-3	0	10	1
COc1cc(C(=O)Nc2ccc([N+](=O)[O-])cn2)cc(OC)c1OC	2.6	3	-0.2	1	0	-15	-4	5	6
NS(=O)(=O)c1ccc(NNC(=O)c2sccc2Cl)cc1	-1.5	6	0.0	-2	-14	0	-5	-11	-7
CCOP(=O)(c1ccccc1)C1(O)CCCCC1 (stereo unspecified)	0.5	-2	0.0	-4	-2	-2	-2	10	0
COc1ccc(C(=S)NCS(=O)(=O)c2ccc(C)cc2)cc1	-1.4	-5	-0.1	-1	-25	-14	-5	-21	6
Cc1ccc(C(=O)Nc2cccc(O)c2)cc1S(=O)(=O)N1CCCCCC1	0.1	1	-0.5	-1	4	-14	1	6	-15
CC1=C(C(=O)Nc2cc(C(=O)N3CCN(c4cccc(C)c4)C(C)C3)ccc2C)SCCO1 (stereo unspecified)	0.1	15	-0.1	-3	1	18	-3	-3	2
COc1ccc(CN2CN=C(Nc3nc4ccccc4s3)NC2)cc1	1.7	0	0.1	-2	2	-1	0	-4	-5
Cc1ccc(C(=O)Nc2nc3ccccc3n3nnnc23)cc1	2.7	4	-0.1	2	5	-4	-2	1	-4
O=C1N(c2ccccc2C(F)(F)F)O[C@@]1(c1ccccc1)C1CCCC1	0.0	8	-0.1	-3	2	.	.	2	.
Cc1ccccc1NS(=O)(=O)c1cc(C(=O)NCCC2=CCCCC2)ccc1C	1.5	-1	0.0	-3	-9	6	2	2	-3
COc1ccc(C(=O)N/N=C(\Cc2ncc[nH]2)c2ccccc2)cc1	3.0	-12	0.1	-1	-2	-1	3	10	-1
Cc1ccc(C)c(C(=O)CSc2nc(N)cc(=O)[nH]2)c1	-2.0	4	0.1	1	-14	-7	4	10	4
CCOc1nc(C)cc(C)c1S(=O)(=O)c1cccc(C)c1	0.8	8	0.0	-6	3	1	-2	0	2
COC(=O)c1cc(NC(=O)Nc2ccccc2OC)cc(C(=O)OC)c1	1.6	2	0.0	1	5	7	3	7	2
O=c1[nH]cnc2c1ncn2[C@@H]1O[C@H](COS(=O)(=O)O)[C@@H](O)[C@H]1O	.	-31	-0.2	.	10	.	.	6	.
CSc1ncccc1C(=O)Nc1ccc2c(c1)OCO2	-1.7	5	-0.2	-2	4	.	.	8	.
CCOc1ccccc1CNCCO	1.2	2	-0.2	-1	7	0	1	6	1
COc1cc(NC(=O)CSc2nc(=O)n(CCN3CCOCC3)c3c2CCC3)cc(OC)c1	-1.6	-2	0.0	-4	-4	-4	-2	10	-1
Cc1cc(C)cc(Nc2nc3ccc(C)cc3n3cnnc23)c1	0.5	0	0.1	-1	6	4	-3	4	-3
CNC(=O)c1ccc(CN(C)CC(=O)Nc2ccccc2C(=O)NC2CC2)cc1	-0.8	2	0.7	6	-2	.	.	-5	.
CCC(C)[C@H](N)c1nnc(SCC(=O)Nc2ccc(C)cc2C)o1 (stereo partly specified)	0.9	-1	-0.2	-1	2	6	-3	-8	32*
COC(=O)c1cc2ccc(OC)c(OC)c2c(=O)s1	0.4	4	-0.1	0	3	-1	-2	1	2
Cc1ccc(NC(=O)Cn2nc(C)c3ccccc3c2=O)cc1	0.3	-22	0.0	-2	-1	-2	-1	-10	0
CN(CC1CCCN(CCc2ccc(Cl)cc2)C1)C(=O)c1ccoc1 (stereo unspecified)	0.6	4	0.6	3	10	-7	-1	-6	0
CC1(C)C(=O)OC(c2ccccc2)C(C)(C)C1=O (stereo unspecified)	-0.2	-2	0.0	-3	11	0	-1	3	-2
O=C(c1ccccc1C(=O)N1CCN(c2ccccc2)CC1)N1CCN(c2ccccc2)CC1	1.2	-2	0.0	0	4	6	-17	-6	-2
OCc1nc2ccccc2n1CCCOc1ccc(Br)cc1	2.2	-6	0.1	5	3	-3	-4	7	3
COc1cc(OC)cc(-c2nnc(NC(=O)CCS(=O)(=O)c3ccc(F)cc3)o2)c1	-0.8	5	-0.1	10	-19	-4	1	-6	-4
Cc1c(N2C(=O)CSC2=S)c(=O)n(-c2ccccc2)n1C	0.5	-5	0.2	0	-12	-7	-3	-12	-2
CCCC(C)NC(=O)CN(c1ccc2c(c1)OCCO2)S(=O)(=O)c1ccccc1 (stereo unspecified)	1.4	-3	0.0	-3	3	5	3	4	2
COC(=O)c1ccc(Cn2nc(C)c(Cl)c2C)o1	3.8	4	0.0	-6	-5	-3	-3	-7	-7
CNC[C@H](CC1CCCCC1)NC[C@H](Cc1ccccc1)NCCC12CC3CC(CC(C3)C1)C2	7.1	-9	0.1	21*	-6	-12	3	-13	2
